Tcruzi prolif: T. cruzi intracellular proliferation inhibitors, primary screen, cell-based, beta-gal Tulahuen parasites, NIH3T3 host, luminescence. inhibition, % at 8.34 µM. 77,000 tested, 5.9% active. AID 624255, 2012. T. cruzi beta-gal in NIH3T3, GalScreen luminescence, 90 h;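 active means mean inhibition above about 93%, with at least 55% of replicates each passing it, limit read from the data, passing the limit was not always enough; inconclusive means only one of those two conditions holds; inactive means neither condition holds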
C diff HTS: C. difficile growth inhibitors, primary screen, HTS; Clostridium difficile clinical isolate growth, OD600, 24 h; stronger effect = lower value; growth activity, negative = inhibition, % at 16 µg/mL (by protocol); 86,000 tested, 0.25% active; AID 1259249, 2017;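 active means mean growth activity at or below -80% and every replicate also at or below -80%; inconclusive means mean at or below -80% but some replicate above -80%; inactive means mean growth activity above -80%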;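 further: 0% = DMSO wells and -100% = levofloxacin 16 µg/mL wells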
Pf Dd2 growth: P. falciparum Dd2 growth inhibitors, primary screen, SYBR Green fluorescence, single dose replicates | 72 h; stronger effect = lower value | activity change, % at 10 µM | 94,000 tested, 2.3% active | AID 1159554, 2015; in the data active means activity change below about -80%; inconclusive means no clear call, values can overlap the other calls
GASC1 inh: inhibitors of GASC-1 (KDM4C) histone demethylase, primary screen, biochemical, single concentration HTS; Lysine-specific demethylase 4C (Homo sapiens), Q9H3R0; GST-KDM4C 2-372, H3K9me3 peptide, LANCE TR-FRET; inhibition, % at 12.5 µM; 96,000 tested, 0.15% active; AID 720574, 2013;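 active means mean replicate inhibition above about 25%, with at least 55% of replicates also reaching it, limit read from the data, passing the limit was not always enough; inconclusive means only one of those two conditions met; inactive means neither condition met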
Target sequence (Q9H3R0 2-372 limits assumed): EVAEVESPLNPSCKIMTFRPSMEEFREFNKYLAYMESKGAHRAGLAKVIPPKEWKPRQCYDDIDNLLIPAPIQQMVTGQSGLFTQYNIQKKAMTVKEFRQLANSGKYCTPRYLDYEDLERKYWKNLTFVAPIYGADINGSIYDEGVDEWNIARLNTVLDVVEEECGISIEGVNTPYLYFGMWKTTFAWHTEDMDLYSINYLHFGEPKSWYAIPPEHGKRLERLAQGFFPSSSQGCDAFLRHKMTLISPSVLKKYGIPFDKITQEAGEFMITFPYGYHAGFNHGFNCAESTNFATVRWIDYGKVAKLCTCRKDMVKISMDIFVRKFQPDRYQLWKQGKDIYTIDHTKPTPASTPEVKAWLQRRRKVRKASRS
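Compound: one test concentration per compound; Material: GST-GASC-1 enzyme fragment 2-372; Amount: GASC-1 enzyme at 10 nM final in reaction; Also added: H3K9me3 peptide substrate, Fe(II), 2-oxoglutarate; Technique: LANCE TR-FRET; Times: 30 min demethylation and 1 h detection at room temperature.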
* marks the source's active call; other numbers are inactive results; ? = inconclusive; / = no result given; & = joins results of further samples. No enrichment for hits, and some 6.8% of all compounds hit somewhere here.

SMILES | Tcruzi prolif | C diff HTS | Pf Dd2 growth | GASC1 inh
CN1C(=O)c2cc(NC(=O)Cc3cccs3)ccc2OC[C@H]2O[C@@H](CC(=O)N[C@H]3CCN(Cc4ccccc4)C3)CC[C@@H]21 | 52 | 4 | / | 1.5
COc1cccc(NC(=O)N[C@@H]2C=C[C@@H](CC(=O)Nc3ccccc3)O[C@H]2CO)c1 | / | -3 | -36 | -2.1
C[C@@H]1CCCCO[C@@H](CN(C)S(=O)(=O)c2ccccc2)[C@@H](C)CN([C@H](C)CO)C(=O)c2cc(NC(=O)CCCCCC(=O)Nc3ccccc3N)ccc2O1 | 70 | / | -31 | -0.4
CO[C@H]1CN(C)C(=O)c2cc(NC(=O)CC(F)(F)F)ccc2OC[C@H](C)N(CCC(F)(F)F)C[C@@H]1C | 10 | / | 12 | -1.3
O=C(C[C@H]1CC[C@@H](NC(=O)Nc2ccc(C(F)(F)F)cc2)[C@H](CO)O1)NCc1cccc(F)c1 | -23 | 7 | 4 | -0.9
CO[C@H]1CN(C)C(=O)c2ccc(NC(=O)C3CCCC3)cc2OC[C@@H](C)N(C(=O)CC2CC2)C[C@H]1C | 11 | / | -23 | 0.1
C/C=C/c1cnc2c(c1)C(=O)N([C@@H](C)CO)C[C@@H](C)[C@H](CN(C)Cc1ccc3c(c1)OCO3)O2 | / | -1 | -53 | 0.0
COCC(=O)N(C)C[C@H]1Oc2ncc(C3=CCCCC3)cc2C(=O)N([C@@H](C)CO)C[C@H]1C | -26 | 2 | 41 | 0.5
COc1ccc(NC(=O)N(C)C[C@H]2Oc3c(NS(C)(=O)=O)cccc3C(=O)N([C@@H](C)CO)C[C@H]2C)cc1 | -71 | -1 | -18 | 0.4
C[C@@H]1CCCCO[C@@H](CN(C)S(=O)(=O)c2ccccc2)[C@H](C)CN([C@@H](C)CO)C(=O)c2cc(NS(=O)(=O)c3ccc(Cl)cc3)ccc2O1 | 116* | -8 | -1 | -1.4
C[C@H]1CN([C@@H](C)CO)C(=O)Cc2cc(N(C)C)ccc2O[C@H]1CN(C)Cc1ccc(Oc2ccccc2)cc1 | ? | -13 | -10 | -1.8
COCC(=O)Nc1ccc2c(c1)C(=O)N(C)[C@@H]1CC[C@@H](CC(=O)NCc3ccccc3Cl)O[C@H]1CO2 | 13 | 4 | 1 | -0.7
COc1ccc(S(=O)(=O)Nc2ccc3c(c2)C(=O)N([C@H](C)CO)C[C@@H](C)[C@@H](CN(C)C(=O)c2ccncc2)OCCCC[C@@H](C)O3)cc1 | 22 | -9 | -14 | 1.0
C[C@@H](NC(=O)C[C@H]1CC[C@H]2[C@@H](COc3ccc(NC(=O)C4CCOCC4)cc3C(=O)N2C)O1)c1ccccc1 | 4 | -2 | 17 | -1.5
CN1[C@@H](CO)[C@@H]2c3ccccc3N(C(=O)Nc3ccccc3F)C[C@@H]21 | 15 | -7 | -3 | 0.0
CC(C)NC(=O)Nc1ccc2c(c1)C(=O)N([C@H](C)CO)C[C@H](C)[C@H](CN(C)CC1CC1)O2 | 4 | 0 | 16 | 0.2
CCCN1C[C@H](C)[C@H](OC)CN(C)C(=O)c2cc(NC(=O)C3CCC3)ccc2OC[C@H]1C | -52 | -6 | -1 | 0.0
C/C=C/c1ccc([C@@H]2[C@H](CO)N(C(C)=O)C23CN(C(=O)c2cnccn2)C3)cc1 | / | 19 | -2 | -1.4
O=C(N[C@H]1CC[C@H](CCNC(=O)C2CC2)O[C@H]1CO)c1ccccn1 | / | 2 | / | -3.0
O=C(C[C@H]1C=C[C@H](NC(=O)c2ccccc2)[C@H](CO)O1)Nc1ccc(-c2ccccc2)cc1 | -59 | -4 | -7 | -0.8

Of the compounds above, these have an aryl methoxy group:
SMILES | Tcruzi prolif | C diff HTS | Pf Dd2 growth | GASC1 inh
COc1cccc(NC(=O)N[C@@H]2C=C[C@@H](CC(=O)Nc3ccccc3)O[C@H]2CO)c1 | / | -3 | -36 | -2.1
COc1ccc(NC(=O)N(C)C[C@H]2Oc3c(NS(C)(=O)=O)cccc3C(=O)N([C@@H](C)CO)C[C@H]2C)cc1 | -71 | -1 | -18 | 0.4
COc1ccc(S(=O)(=O)Nc2ccc3c(c2)C(=O)N([C@H](C)CO)C[C@@H](C)[C@@H](CN(C)C(=O)c2ccncc2)OCCCC[C@@H](C)O3)cc1 | 22 | -9 | -14 | 1.0

The list continues.
SMILES | Tcruzi prolif | C diff HTS | Pf Dd2 growth | GASC1 inh
CCCNC(=O)N1[C@@H](CO)[C@@H](c2ccccc2)C12CN(C(=O)c1cccnc1)C2 | / | 2 | 32 | -1.0
C[C@@H](O)C#Cc1ccc([C@H]2[C@H](CO)N3CCCCN(CC4CC4)C[C@@H]23)cc1 | 30 | 3 | 1 | 6.0
C[C@H](CO)N1C[C@H](C)[C@@H](CN(C)CC2CCCCC2)Oc2ccc(NC(=O)CCN3CCOCC3)cc2C1=O | -52 | -2 | -9 | 1.5
CCC(=O)N1C[C@H](C)[C@H](OC)CN(C)C(=O)c2cc(NC(=O)Nc3ccccc3)ccc2OC[C@@H]1C | 16 | / | -15 | 0.2
C[C@H](CO)N1C[C@H](C)[C@@H](CN(C)Cc2ccncc2)Oc2ccc(NC(=O)Nc3ccc(C(F)(F)F)cc3)cc2CC1=O | / | 9&6 | -47 | 0.7
COc1ccc(S(=O)(=O)N(C)C[C@H]2Oc3ccc(NC(=O)CCCCCC(=O)Nc4ccccc4N)cc3C(=O)N([C@H](C)CO)C[C@@H]2C)cc1 | / | 1 | -62 | -0.3
Cc1noc(C)c1NC(=O)Nc1ccc2c(c1)C(=O)N([C@@H](C)CO)C[C@H](C)[C@@H](CN(C)C(=O)Nc1c(C)noc1C)OCCCC[C@H](C)O2 | 24 | -1 | 33 | -0.6
C[C@H]1CN([C@@H](C)CO)C(=O)c2ccccc2-c2ccccc2CO[C@H]1CN(C)C(=O)[C@@H](Cc1ccccc1)N(C)C | 24 | 2 | 32 | -0.4
C[C@@H]1CN([C@H](C)CO)C(=O)CCCn2cc(nn2)CO[C@H]1CN(C)C(=O)Nc1ccc(-c2cccs2)cc1 | 11 | / | -25 | /
COc1ccc(NC(=O)Nc2ccc3c(c2)[C@H]2C[C@@H](CC(=O)N(C)C)O[C@H](CO)[C@H]2O3)cc1 | 20 | -5 | 1 | -1.3
COc1ccc2c3c([nH]c2c1)[C@@H](CO)N(Cc1ccccc1)CC31CCN(CC2CC2)CC1 | / | 18 | -78 | -0.1
CC=Cc1ccc2n(c1=O)C[C@H]1[C@H](CO)[C@@H](C(=O)NCCC)[C@@H]2N1CCC(F)(F)F (mixture of isomers) | 20 | -10 | 7 | 0.8
C[C@@H]1CN([C@@H](C)CO)C(=O)c2cc(NC(=O)Nc3ccccc3)ccc2O[C@@H](C)CCCCO[C@@H]1CN(C)S(=O)(=O)c1cccs1 | 33 | 1 | / | 0.7
Cc1ccc(S(=O)(=O)N(C)C[C@@H]2Oc3ncc(-c4ccncc4)cc3C(=O)N([C@@H](C)CO)C[C@@H]2C)cc1 | 67 | 0 | -36 | /
CO[C@H](CN(C)C(=O)C1CCOCC1)[C@H](C)CN([C@H](C)CO)S(=O)(=O)c1ccccc1 | 15 | / | 34 | 0.2
C[C@@H]1CN([C@@H](C)CO)C(=O)c2cc(C#CC3(O)CCCC3)cnc2O[C@H]1CN(C)C | -12 | -6 | 84 | 1.3
COc1ccc2c3c(n(C)c2c1)[C@@H](CO)N(Cc1cccnc1)CC31CCN(C(=O)c2cccnc2)CC1 | / | -4 | -44 | -0.7
Cc1noc(C)c1NC(=O)Nc1ccc2c(c1)CC(=O)N([C@@H](C)CO)C[C@H](C)[C@H](CN(C)CC1CC1)O2 | 48 | 9 | 19 | 0.3
COc1ccc(CN(C)C[C@H]2Oc3c(NS(C)(=O)=O)cccc3C(=O)N([C@@H](C)CO)C[C@@H]2C)cc1 | -44 | -3 | 15 | -0.9
C[C@H]1CN([C@@H](C)CO)C(=O)Cc2cc(NC(=O)Cc3ccccc3)ccc2O[C@H]1CN(C)C(=O)Nc1cccc2ccccc12 | 47 | -21 | -31 | -0.7

Single records, as listed above. Order of screens: Tcruzi prolif | C diff HTS | Pf Dd2 growth | GASC1 inh
COc1ccc2c3c([nH]c2c1)[C@@H](CO)N(Cc1ccccc1)CC31CCN(CC2CC2)CC1 across the screens: / | 18 | -78 | -0.1
C[C@@H](O)C#Cc1ccc([C@H]2[C@H](CO)N3CCCCN(CC4CC4)C[C@@H]23)cc1 across the screens: 30 | 3 | 1 | 6.0

Following part.
SMILES | Tcruzi prolif | C diff HTS | Pf Dd2 growth | GASC1 inh
COc1ccc(C(=O)N2C[C@H]3[C@@H](c4ccccc42)[C@H](CO)N3Cc2ccccc2Cl)cc1 | 41 | 15 | -3 | -0.8
CCCC(=O)Nc1ccc2c(c1)OC[C@H](C)N(C)C[C@H](C)[C@H](OC)CN(C)C2=O | 36 | -8 | / | 0.8
Cc1noc(C)c1NC(=O)Nc1cccc2c1O[C@H](CN(C)C(=O)Nc1c(C)noc1C)[C@@H](C)CN([C@H](C)CO)C2=O | 31 | 5 | 4 | -0.4
C[C@H](CO)N1C[C@H](C)[C@H](CN(C)CC2CCCCC2)Oc2c(NC(=O)Nc3ccc(C(F)(F)F)cc3)cccc2C1=O | -61 | / | -52 | -1.2
COCC(=O)N1C[C@H](C)[C@H](OC)CN(C)C(=O)c2ccc(NC(=O)C3CCC3)cc2OC[C@H]1C | -46 | / | 6 | 0.0
C[C@@H]1CN([C@@H](C)CO)C(=O)c2cc(-c3ccc(F)cc3)cnc2O[C@H]1CN(C)CC1CCCCC1 | 60 | 2 | -37 | 1.6
CNC[C@@H]1OCCCC[C@@H](C)Oc2ccc(NS(=O)(=O)c3cccs3)cc2C(=O)N([C@H](C)CO)C[C@@H]1C | -3 | / | 79 | -2.0
C[C@@H]1CCCCO[C@H](CN(C)C(=O)NC2CCCCC2)[C@H](C)CN([C@H](C)CO)C(=O)c2cc(NC(=O)Nc3ccc(F)cc3)ccc2O1 | 110* | 14 | -85* | -1.8
O=C(C[C@H]1C[C@@H]2c3cc(NC(=O)C4CCC4)ccc3O[C@@H]2[C@H](CO)O1)NCCc1ccccc1 | 21 | 2 | -7 | 0.0
O=C(C[C@@H]1C=C[C@@H](NC(=O)c2ccncc2)[C@H](CO)O1)NCC1CC1 | -34 | / | 26 | 6.6
Cc1noc(C)c1NC(=O)N(C)C[C@@H]1Oc2c(NS(=O)(=O)c3ccccc3)cccc2C(=O)N([C@H](C)CO)C[C@@H]1C | 7 | 16 | -10 | -0.3
C[C@H](CO)N1C[C@H](C)[C@@H](CN(C)C(=O)c2cnccn2)Oc2ncc(-c3cccc(F)c3)cc2C1=O | -33 | -3 | 6 | -0.7
COC(=O)N(C)C[C@H]1OCc2ccccc2-c2ccccc2C(=O)N([C@@H](C)CO)C[C@@H]1C | 32 | / | 49 | 0.1
CCCC#Cc1ccc2c(c1)O[C@H](CN(C)C(=O)C1CCCCC1)[C@@H](C)CN([C@@H](C)CO)S2(=O)=O | 95* | 18 | -52 | -0.1
Cc1noc(C)c1NC(=O)N(C)C[C@H]1Oc2c(NC(=O)NC3CCCCC3)cccc2C(=O)N([C@@H](C)CO)C[C@@H]1C | 9 | 0 | 54 | -1.8
O=C(C[C@@H]1CC[C@H](NS(=O)(=O)c2ccccc2)[C@H](CO)O1)N1CCC(Cc2ccccc2)CC1 | / | -7 | 7 | -0.1
CN1C(=O)c2cc(NS(=O)(=O)c3ccccc3Cl)ccc2OC[C@@H]2O[C@H](CC(=O)O)CC[C@@H]21 | -11 | -1 | 8 | 2.2
COC(=O)c1ccc(CN2CC(=O)N3[C@H](CO)[C@H](c4ccc(-c5cccnc5)cc4)[C@H]3C2)cc1 | / | 3 | 32 | 0.0
CC=Cc1ccc2n(c1=O)C[C@H]1N[C@@H]2[C@@H](C(=O)NC2CCCCC2)[C@@H]1CO (mixture of isomers) | -4 | 1 | / | 2.4
C[C@@H]1CN([C@H](C)CO)C(=O)c2cc(C#CC3CCCC3)cnc2O[C@H]1CN(C)C(=O)Cc1ccccn1 | 95 | 0 | -41 | 2.3
CO[C@H]1CN(C)C(=O)c2ccc(NC(C)=O)cc2OC[C@@H](C)N(C(=O)Cc2ccccn2)C[C@H]1C | -60 | / | 3 | -0.2
Cc1ccc(S(=O)(=O)N[C@@H]2C=C[C@@H](CC(=O)NCCc3ccncc3)O[C@H]2CO)cc1 | -2 | -1 | 12 | -0.8
C[C@@H]1CCCCO[C@H](CN(C)S(=O)(=O)c2cccs2)[C@@H](C)CN([C@@H](C)CO)C(=O)c2cc(N(C)C)ccc2O1 | 54 | -1 | -31 | 1.4

Screening results deposited in PubChem BioAssay by Broad Institute.
